# AmpC inh det: inhibitors of E. coli AmpC beta-lactamase with detergent. P00811. purified AmpC, nitrocefin hydrolysis with detergent. Potency, µM (top dose mostly 28.7 µM), for inactives: top-dose activity change, negative = inhibition. actives 0.09% (n = 71,000). AID 584; active means well fitted curve in the direction sought with a large enough effect
# Target sequence (P00811 whole entry, looked up): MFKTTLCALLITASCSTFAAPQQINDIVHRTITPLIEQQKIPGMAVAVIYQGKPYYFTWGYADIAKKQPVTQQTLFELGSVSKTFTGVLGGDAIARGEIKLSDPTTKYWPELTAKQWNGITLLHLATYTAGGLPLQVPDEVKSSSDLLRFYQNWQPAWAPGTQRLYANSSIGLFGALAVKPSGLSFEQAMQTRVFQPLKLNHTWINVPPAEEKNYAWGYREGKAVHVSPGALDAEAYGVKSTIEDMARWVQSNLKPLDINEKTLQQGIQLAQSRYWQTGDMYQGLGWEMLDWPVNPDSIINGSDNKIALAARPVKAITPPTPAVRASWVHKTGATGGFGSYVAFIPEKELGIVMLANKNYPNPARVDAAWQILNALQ
#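 E. coli AmpC (5.3 nM) in 20 mM phosphate pH 7.0 with 0.01% Triton X-100, preincubated 15 min RT with compound; nitrocefin (2 uL of 800 uM stock) hydrolysis followed by 480 nm absorbance every 20 s over 4 min.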
# * = called active by the depositor; & = joins results of further samples; [ ] = remark or other dose. On the % scale 0 is the no-effect control and ±100 the full control effect; potency means the concentration at half of the fitted maximal effect.
SMILES,AmpC inh det
CCOC(=O)O[C@]1(C(=O)COC(=O)CC)CC[C@@H]2[C@@H]3CCC4=CC(=O)C=C[C@@]4(C)[C@H]3[C@H](O)C[C@]21C,0%[12.8 µM]
COc1ccc2[nH]cc(CCNc3ncncc3-c3ccccc3C)c2c1,-4%
Cc1ccc2oc3c(c(=O)c2c1)C(c1cccc(Cl)c1)N(CCCN1CCOCC1)C3=O (stereo unspecified),7%
CCOC(=O)CCC(=O)Nc1ccccc1C(N)=O,-3%
CCOCCCNC(=O)c1c(-c2ccccc2)noc1C,10%
O=C(CCSc1nnc(-c2ccncc2)o1)Nc1ccc(F)cc1,-3%
COc1cccc(-c2csc3nnc(SCC(=O)NCc4cccs4)n23)c1,-1%
Cc1ccc(N2CC(C(=O)N3CCCc4ccccc43)CC2=O)cc1 (stereo unspecified),-5%
NS(=O)(=O)c1ccc(N=Nc2cc3ccccc3c(C(=O)O)c2O)cc1,-2%[5.75 µM]
CCOC(=O)NC(=O)CSc1nc(C)cc(C(F)(F)F)c1C#N,-2%
C/C(N)=C(/C#N)C(=O)COC(=O)C(NS(=O)(=O)c1ccc(Cl)cc1)C(C)O (stereo unspecified),-1%
CC1(C)Cc2cccc(OCC(=O)O)c2O1,-3%
CC(=O)NC(N1CCCCC1)C(F)(F)C(F)(F)C(F)(F)C(F)F (stereo unspecified),7%
Cc1cccc2sc(NC(=O)CNS(=O)(=O)c3ccc(Br)s3)nc12,11%
CCC(=Nc1ccc(N)cc1)C1=C(O)C(C(=O)OC)C(C)(C)CC1=O (stereo unspecified),0%
CC(=O)Nc1ccc(S(=O)(=O)N2CCN(c3cccc(C)c3C)CC2)cc1,10%
Cc1cc(C(=O)OCC(=O)N2CCN(c3ccccc3)CC2)c2ccccc2n1,-4%
Cc1ccc(C2/C(=C(/O)c3ccc(Br)cc3)C(=O)C(=O)N2Cc2ccco2)o1 (stereo unspecified),2%
CCOC(=O)C1C(=O)NC(N2CCc3ccccc32)=NC1c1ccccc1 (stereo unspecified),-2%
O=C(O)CCNc1ccccc1C(=O)O,-4%[5.75 µM]
COCCCNC(=O)c1cn(Cc2c(F)cccc2Cl)nn1,13%
CC1(C)CC(=O)C(C=NCc2ccc3c(c2)OCO3)=C(O)C1,-3%
CCOc1ccc(S(=O)(=O)n2ccc(C)n2)c2ccccc12,-1%
O=C(O)c1nnsc1-c1ccc(-c2snnc2C(=O)O)cc1,-2%[5.75 µM]
CCn1c(SCC(=O)Nc2nnc(C)s2)nc2c(c1=O)SC(C)C2 (stereo unspecified),8%

# Ordered by SMILES length (smallest number first): part of the list above
SMILES,AmpC inh det
O=C(O)CCNc1ccccc1C(=O)O,-4%[5.75 µM]
CC1(C)Cc2cccc(OCC(=O)O)c2O1,-3%
CCOC(=O)CCC(=O)Nc1ccccc1C(N)=O,-3%
CCOCCCNC(=O)c1c(-c2ccccc2)noc1C,10%
COCCCNC(=O)c1cn(Cc2c(F)cccc2Cl)nn1,13%
CCOc1ccc(S(=O)(=O)n2ccc(C)n2)c2ccccc12,-1%
CCOC(=O)NC(=O)CSc1nc(C)cc(C(F)(F)F)c1C#N,-2%
CC1(C)CC(=O)C(C=NCc2ccc3c(c2)OCO3)=C(O)C1,-3%
CCn1c(SCC(=O)Nc2nnc(C)s2)nc2c(c1=O)SC(C)C2 (stereo unspecified),8%
COc1cccc(-c2csc3nnc(SCC(=O)NCc4cccs4)n23)c1,-1%
Cc1cccc2sc(NC(=O)CNS(=O)(=O)c3ccc(Br)s3)nc12,11%
NS(=O)(=O)c1ccc(N=Nc2cc3ccccc3c(C(=O)O)c2O)cc1,-2%[5.75 µM]
Cc1cc(C(=O)OCC(=O)N2CCN(c3ccccc3)CC2)c2ccccc2n1,-4%
CC(=O)Nc1ccc(S(=O)(=O)N2CCN(c3cccc(C)c3C)CC2)cc1,10%
Cc1ccc(C2/C(=C(/O)c3ccc(Br)cc3)C(=O)C(=O)N2Cc2ccco2)o1 (stereo unspecified),2%
Cc1ccc2oc3c(c(=O)c2c1)C(c1cccc(Cl)c1)N(CCCN1CCOCC1)C3=O (stereo unspecified),7%
C/C(N)=C(/C#N)C(=O)COC(=O)C(NS(=O)(=O)c1ccc(Cl)cc1)C(C)O (stereo unspecified),-1%
CCOC(=O)O[C@]1(C(=O)COC(=O)CC)CC[C@@H]2[C@@H]3CCC4=CC(=O)C=C[C@@]4(C)[C@H]3[C@H](O)C[C@]21C,0%[12.8 µM]

# 3 structures out of the list, arranged by SMILES length, high to low:
SMILES,AmpC inh det
NS(=O)(=O)c1ccc(N=Nc2cc3ccccc3c(C(=O)O)c2O)cc1,-2%[5.75 µM]
Cc1ccc(N2CC(C(=O)N3CCCc4ccccc43)CC2=O)cc1 (stereo unspecified),-5%
CC1(C)Cc2cccc(OCC(=O)O)c2O1,-3%

# Next compounds
SMILES,AmpC inh det
CCOc1ccc2nc(NC(=O)CSc3nc4cccnc4n3C)sc2c1,6%
Cc1csc(CCc2nc(C)cs2)n1,15%
CC1(C)CC(=O)c2cnc(NC(=O)C3CCCC3)nc2C1,6%
CCCCN(c1ccccc1)c1ncnc2nc[nH]c12,6%
O=C(c1ccc2c(=O)n(-c3ccccc3)c(=O)[nH]c2c1)N1CCCCC1,-3%
Cn1c(SCC(=O)Nc2cccc(F)c2)nnc1-c1cccnc1,10%
Cc1ccc(-c2nn3c(=O)c(C)nnc3s2)cc1,15%
COCCNC(=O)CCn1c(=O)oc2ccccc21,-2%
CC(=O)Nc1ccc(NC(=O)c2ccco2)cc1,9%
COc1ccc(N2CC(C)Cn3c2nc2c3c(=O)n(Cc3ccc(F)cc3)c(=O)n2C)c(OC)c1 (stereo unspecified),-4%
COc1cccc(CNCCSc2nnnn2C)c1,-5%
COc1ccc(S(=O)(=O)NCC(=O)N(CC(=O)NCC2CCCO2)c2cc(C)ccc2C)cc1 (stereo unspecified),-3%
COC(=O)[C@@]1(C)C=C[C@@H](Cc2ccccc2)N1C(C)=O,15%
Cn1c(O)c(C=Nc2ccc(Cl)cc2)c(=O)n(C)c1=O,-1%
CCOc1cccc(C(=O)Nc2nnc(-c3ccco3)s2)c1,5%
Cc1ccnc(NC(=O)C2CCC(CNc3c(N4CCCC4)c(=O)c3=O)CC2)c1 (stereo unspecified),19%
Nc1ccccc1C(=O)C[C@@H](N)C(=O)O,17%
CCOc1ncccc1C(=O)OCC(=O)c1cc(C)n(Cc2ccco2)c1C,-6%
Cc1ccc(S(=O)(=O)NCCCNC(=O)N2CCOCC2)cc1,0%
CCOC(=O)c1cnc(Nc2ccc(OCC)cc2)nc1C,-2%
CC1(C)CC(=O)C2=C(C1)NC(Nc1nc3ccccc3o1)=NC21CCCC1,-1%
C=CCSc1nc2nc(C)cc(C)n2n1,-4%
O=C(CN1CCN(c2cccc(Cl)c2)CC1)N1CCCC1,1%
c1ccc(N2CCOCC2)c(Nc2nc3ccccc3n3cnnc23)c1,12%
CC(=O)C1=C(O)C(=O)N(Cc2ccccc2)C1c1ccco1 (stereo unspecified),-1%
# Additional entries follow.
SMILES,AmpC inh det
CCn1c(SCC(=O)Nc2ccccc2OC)nnc1-c1cnccn1,8%
CCOC(=O)C1=C(C)NC(=O)NC1C (stereo unspecified),-2%&1%
O=C(Nc1cccc(-c2nc3ccccc3[nH]2)c1)c1cccc(NC(=O)c2ccco2)c1,-6%
CC(=O)OC1CC(C)N(C(=O)c2ccccc2)c2ccc(C)cc21 (stereo unspecified),5%
O=C(NCc1cccnc1)NC1(C(F)(F)F)Oc2ccccc2O1,-3%
O=C(c1cnccn1)N1CCC[C@@]2(CCN(c3ccccc3)C2)C1,-1%
COCCn1cc(C(=O)N2CCN(C)CC2)c2c3ccccc3n(C)c2c1=O,13%
O=S(=O)(c1ccc(F)cc1)N1CCN(CC(O)COCc2cccs2)CC1 (stereo unspecified),-2%
CC1(C)CC(=O)C2=C(C1)OC(N)=C(C#N)C21C(=O)N2CCCc3cccc1c32 (stereo unspecified),20%
COc1ccc(-c2nc3cnc(N4CCOCC4)nc3n(C3CC3)c2=O)cc1,2%
Cc1cccc(NC(=O)Nc2cccc(F)c2)n1,-1%
COc1ccccc1-c1cncnc1NCc1cnc(C)cn1,9%
CCOc1ccccc1OCC(=O)Nc1ccc(S(=O)(=O)Nc2ncccn2)cc1,8%
O=C(O)C1CSC(c2cccnc2)N1 (stereo unspecified),0%
COC(=O)c1ccccc1NC(=O)CSc1nc(N)cc(N)n1,15%
Cc1cc(C)cc(-n2nnc(C(=O)NCc3ccc4c(c3)OCO4)c2N)c1,12%
CCC1CCCCN1C(=O)c1nn2cccnc2c1Cl (stereo unspecified),-2%
O=C(c1cc(-c2ccc3c(c2)OCO3)on1)N1CCN(c2ccccc2)CC1,9%
COc1ccc(-c2cc(C(F)(F)F)n3nc(C(=O)N4CCCC4)cc3n2)cc1,11%
O=C(O)c1ccc(CSc2n[nH]c(-c3ccco3)n2)cc1,-2%
Clc1ccc(CSc2nnc(-c3ccncc3)o2)c(Cl)c1,-2%
Cc1cc(NS(=O)(=O)c2ccc(NC(=O)Nc3ccccc3)cc2)no1,6%
COc1cc2c(cc1OC)-c1cc(N3CCCCCC3)nc(=O)n1CC2,-5%
O=C(NC12CC3CC(CC(C3)C1)C2)c1cc2nc(-c3ccco3)cc(C(F)(F)F)n2n1,1%
O=C(NC1CCCC1)c1ccc(S(=O)(=O)N2CCCC2)cc1,2%
# New compounds follow
SMILES,AmpC inh det
O=C(CSC1CCCCC1)N1CCN(c2ccccc2)CC1,-9%
Cn1c(=O)n(CCN2CCOCC2)c(=O)c2c1nc1n2CCN1c1ccccc1,-1%
Cc1cccc(-n2ncc3c(N4CCCC4)ncnc32)c1,-1%
Cc1sc2nc(SCC(=O)N3CCCCC3)[nH]c(=O)c2c1C,-3%
COc1cc(C(c2nnnn2C(C)(C)C)N2CCN(C)CC2)cc(OC)c1OC (stereo unspecified),9%
CCOc1ccc(-c2noc(-c3ccncc3)n2)cc1OCC,0%
Nn1c(SCC(=O)NCCC2=CCCCC2)nnc1C1CCCCC1,1%
CCOC(=O)N1CCC(NC(=O)c2ccc3c(c2)ncn3C2CCCC2)CC1,0%
O=C(O)COc1ccc(Oc2ccccc2)cc1,-2%
O=C(NC1CCCC1)C(c1ccc(Cl)cc1)N1CCOCC1 (stereo unspecified),5%
CC(C)(CC(=O)Nc1ccccc1)C(=O)O,-2%[5.75 µM]
O=C(CCN1CCN(CCO)CC1)Nc1ccc(F)c(F)c1,1%
C/C(N)=C(/C#N)C(=O)COC(=O)CC1CCCC1,-1%
CC(C)CCNC(=O)Cc1c(C(=O)O)[nH]c2ccc(Cl)cc12,-3%
CC(C)=N[C@H](C(=O)O)C(C)(C)S,-5%[5.75 µM]
COCCn1nnnc1C(C(C)C)N1CCC(Cc2ccccc2)CC1 (stereo unspecified),-2%
COc1ccccc1C1=Nn2c(nnc2C2CCCCC2)SC1,-2%
O=C(Cn1nc(-c2ccccc2)ccc1=O)N1CCOCC1,4%
CCOC(=O)CN(C(=O)Cn1nnc2ccccc21)C(C(=O)NCCOC)c1ccccc1 (stereo unspecified),5%
Cc1cccc(N2CC(C(=O)Nc3ccc4c(c3)OCO4)CC2=O)c1C (stereo unspecified),-2%
Cc1nn(-c2ccccc2)c2sc(C(=O)OCc3nnc(-c4ccccc4)o3)cc12,3%
CCS(=O)(=O)NCc1cn2ccsc2n1,-3%
COc1cc(C2=NOC(C(=O)Nc3ccc(C)cc3)C2)cc(OC)c1OC (stereo unspecified),-6%
O=C(O)CCCCn1ccc(=O)[nH]c1=O,-1%[5.75 µM]
COc1ccccc1CNc1nc(-c2cccnc2)nc2ccccc12,7%
# Next section.
SMILES,AmpC inh det
O=C1CC(Cc2ccccc2)C(=O)N1CCc1ccc2c(c1)OCO2 (stereo unspecified),13%
C[C@H](CCC(=O)O)[C@H]1CC[C@H]2[C@@H]3CC[C@@H]4C[C@H](O)CC[C@]4(C)[C@H]3C[C@H](O)[C@]12C,7%
O=C(Cn1nnc(-c2cccs2)n1)OC1CCCCC1,-2%
O=C(CSc1nc2c(cnn2-c2ccccc2)c(=O)[nH]1)c1ccc(Cl)cc1,-1%
Cc1cc(N2CCN(C(=O)c3ccco3)CC2)n2nc(C)nc2n1,4%
Cc1ccc(NCc2nnc(SCC(=O)NCCc3ccccc3)n2C)cc1,-5%
Cc1cc(NC(=O)CSc2nc3c(c(=O)n2-c2ccc(Cl)cc2)SCC3)no1,-1%
COc1cccc(C(=O)Nc2c(C(N)=O)oc3ccccc23)c1,10%
CCc1nnc(NC(=O)CN2CCN(C3CCCCC3)CC2)s1,11%
COc1ncc2nc(-c3ccccc3)c(=O)n(C)c2n1,0%
Cn1c(CNC(=O)Nc2cccc(Cl)c2)nnc1SCc1ccccc1,-5%
CCC(=O)Nc1cccc(NC(=O)c2cccnc2)c1,5%
O=C(CN1C(=O)c2ccccc2S1(=O)=O)Nc1ccc(S(=O)(=O)N2CCCCC2)cc1,-6%
O=C1NC(=O)[C@]2(Cc3ccccc3N3CCN(c4ccccc4)CC32)C(=O)N1Cc1ccccc1 (stereo partly specified),2%
CCOc1cc(-c2ccc(N)c(OCC)c2)ccc1N,-1%
Cc1ccc(-c2noc(CCC(=O)Nc3ccc4c(c3)OCO4)n2)cc1,-4%
CCCN1Cc2cccc(C(=O)Nc3ccc(OC)c(OC)c3)c2C1=O,2%
O=C1C2C3C=CC(C3)C2C(=O)N1c1ccc(-c2nc3ccccc3o2)cc1 (stereo unspecified),7%
CCCCOCCCNC(=O)N[C@@H](CCSC)C(=O)OC,-4%
CCSc1nnc(NC(=O)c2ccc(Br)s2)s1,1%
Cc1occc1C(=O)NC(C)C(C)(C)C (stereo unspecified),-2%
CN1CCN(Cc2nc3cccc4c3c([n+]2[O-])-c2ccccc2-4)CC1,0%[5.75 µM]
CCOC(=O)c1c(C2COc3ccccc3O2)csc1N (stereo unspecified),-3%
COc1ccc(OC)c(N(CC(=O)Nc2ccc3c(c2)OCO3)S(=O)(=O)c2ccccc2)c1,-6%
CCc1ccc2oc(=O)cc(CN3CCC(C)CC3)c2c1,1%
CCOC(=O)N1CCN(C(=O)c2cnn3ccccc23)CC1,25%
COC(=O)Cc1nnc(NC(=O)c2ccccc2)s1,-1%
CC[C@H](C)N(C)C(=O)c1cc2ccccc2c(-c2ccccc2Cl)n1,-1%&1%

# Screening results from PubChem BioAssay.

# A portion of the library; the hit share may differ from the screen's.
